Compound activity deposited in PubChem by several laboratories.
IMP-1 inhibitor: blocks Pseudomonas aeruginosa IMP-1 metallo-beta-lactamase. purified IMP-1, nitrocefin hydrolysis, epi-absorbance fluorescence. inhibition, % at 5.6 µM. 290,000 compounds, 0.45% hits. AID 1556;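 active means inhibition above the mean plus 3 SD of all compounds in the same screening run, cut at about 4.5% in these data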;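 further: 0% = IMP-1 with DMSO and 100% = DMSO wells lacking enzyme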
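assay system = purified recombinant IMP-1 metallo-beta-lactamase enzyme | schedule = 15 min preincubation plus 25 min reaction at 25 °C | signal = Epi-absorbance fluorescence, 480 nm excitation, 530 nm emission | read-out basis = percent inhibition from optical density relative to buffer-blank wells | controls = IMP-1 with DMSO as 0%, enzyme-free DMSO as 100%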
GalR3 antagonist: human GalR3 antagonism. 360,000 compounds, 0.44% hits. O60755. HEK293 GalR3-CNG cAMP membrane potential fluorescence; galR3 body fused to GalR1 C-terminus. inhibition, % at 3 µM;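 active means inhibition above the screen-wide average plus 3 SD, cut at about 13% in these data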;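 further: forskolin and galanin both at EC90 stimulate the cells; cAMP rise reported by CNG channel membrane potential dye signal; 0% = forskolin plus galanin with DMSO and 100% = forskolin alone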
Target sequence (O60755 1-299 limits assumed): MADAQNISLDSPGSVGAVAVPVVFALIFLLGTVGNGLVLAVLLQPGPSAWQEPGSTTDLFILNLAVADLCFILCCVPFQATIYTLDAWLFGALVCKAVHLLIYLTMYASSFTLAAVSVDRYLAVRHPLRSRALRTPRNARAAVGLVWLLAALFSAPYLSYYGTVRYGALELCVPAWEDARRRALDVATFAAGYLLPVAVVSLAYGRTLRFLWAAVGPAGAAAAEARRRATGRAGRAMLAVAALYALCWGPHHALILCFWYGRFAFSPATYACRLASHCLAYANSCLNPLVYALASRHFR
HCV NS3 hel inh: HCV NS3 helicase inhibition | NS3 helicase DNA unwinding, Cy5 molecular beacon fluorescence | 290,000 compounds, 0.56% hits | inhibition, % at 10.9 µM | AID 1800;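 active means inhibition above the mean of all tested compounds plus 3 SD, set per campaign, cut at about 35% in these data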;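 further: 0% = DMSO wells and 100% = thioflavine S control wells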
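Assay system – hepatitis C virus NS3 helicase domain fragment enzyme · Buffer or medium – MOPS pH 6.5, MgCl2, DTT, Tween20, BSA · Reagent – Cy5/quencher beacon DNA duplex and ATP to start · Compound – single 10.9 µM dose · Timing – 1 h at 25 °C · Technique – Cy5 beacon fluorescence read at start and 1 h · Measure – % inhibition of unwinding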
UBC9 SUMO inh: SUMOylation inhibition; P63279; HTRF SUMOylation assay, SAE1/SAE2 + UBC9, in vitro; inhibition, % at 35 µM; 290,000 compounds, 0.36% hits; AID 2006; in the data active means inhibition above about 50%, passing the limit was not always enough; further: strong numbers were not always called active
Target sequence (P63279 whole entry, looked up): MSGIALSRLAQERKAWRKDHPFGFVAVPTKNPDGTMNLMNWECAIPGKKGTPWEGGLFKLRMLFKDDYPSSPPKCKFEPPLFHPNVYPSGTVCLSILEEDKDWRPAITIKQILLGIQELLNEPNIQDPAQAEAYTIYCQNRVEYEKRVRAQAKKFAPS
p-CIP stab down: compounds decreasing mouse p/CIP protein stability; Q05BA5; decrease of EGFP signal, % at 10 µM; 290,000 compounds, 0.01% hits; F442A p/CIP-EGFP cells, EGFP fluorescence, 16 h;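 active means EGFP signal decrease of at least 30% at 10 µM or well 3 SD below plate mean, unless failing retest; inactive means the rest, including hits failing retest or dose response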; further: some compounds called inactive have numbers as strong as hits; many of its hits are not listed in these tables
VIM-2 inhibitor: inhibitors of Pseudomonas aeruginosa VIM-2 metallo-beta-lactamase; 290,000 compounds, 0.89% hits; purified VIM-2, nitrocefin hydrolysis, epi-absorbance fluorescence; inhibition, % at 5.6 µM;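 active means inhibition above the mean of all tested compounds plus 3 SD, cutoff set per screening run, cut at about 7.5% in these data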;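 further: red hydrolysis product quenches plate fluorescence so inhibitors raise well fluorescence; 0% = enzyme with DMSO and 100% = DMSO without enzyme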
IDE cell inh: cellular human IDE inhibition; HEK cells, FAbetaB cleavage, fluorescence polarization; inhibition, % at 5.59 µM; 320,000 compounds, 0.41% hits; AID 434962;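 active means percent inhibition above the average of all tested compounds plus 3 SD, set per screening campaign, cut at about 16% in these data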;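 further: IDE supplied by intact live HEK cells; FP after avidin binding of uncleaved biotin substrate so inhibition keeps polarization high; 0% = DMSO wells and 100% = 60 µM reference IDE inhibitor Ii1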
IDE act: activators of human insulin-degrading enzyme in cells; activation, % at 5.96 µM; 340,000 compounds, 0.073% hits; P14735; AID 493087; HEK cells, FAbeta-B cleavage, fluorescence polarization; 0% vehicle, 100% cell-free pure enzyme wells;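 active means activation above the mean of all tested compounds plus 3 SD, set per screening campaign, cut at about 17% in these data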
CRFBP-R2 block: CRF-BP/CRF-R2 complex antagonism; inhibition, % at 11.8 µM; AID 588475; HEK293 CRF-R2/CRF-BP, CRF-induced calcium fluorescence; 350,000 compounds, 0.59% hits;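 active means inhibition of the ligand-induced calcium signal above about 50% at the single tested concentration, limit read from the data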
* marks the source's active call; other numbers are inactive results; · = not tested or not shown. Random draw from the library. Share with any hit: about 3.2%.

A first look (2 entries):
No.	molecule	IMP-1 inhibitor	GalR3 antagonist	HCV NS3 hel inh	UBC9 SUMO inh	p-CIP stab down	VIM-2 inhibitor	IDE cell inh	IDE act	CRFBP-R2 block
1	CN(C)CCCNC(=O)c1cc(S(=O)(=O)N2CCOCC2)ccc1F	-1.7	5.3	0.9	4.1	-36.2	-2.0	1.5	1.3	7.2
2	CC(=O)NCCn1c(SCC(=O)NCC2CCCO2)nc2ccccc2c1=O (stereo not given)	0.0	-3.6	24.6	10.5	1.5	-0.2	7.2	2.3	8.2

Results, previewed entries included:
No.	molecule	IMP-1 inhibitor	GalR3 antagonist	HCV NS3 hel inh	UBC9 SUMO inh	p-CIP stab down	VIM-2 inhibitor	IDE cell inh	IDE act	CRFBP-R2 block
1	CN(C)CCCNC(=O)c1cc(S(=O)(=O)N2CCOCC2)ccc1F	-1.7	5.3	0.9	4.1	-36.2	-2.0	1.5	1.3	7.2
2	CC(=O)NCCn1c(SCC(=O)NCC2CCCO2)nc2ccccc2c1=O (stereo not given)	0.0	-3.6	24.6	10.5	1.5	-0.2	7.2	2.3	8.2
3	N#C/C(=C\c1ccc(N2CCOCC2)o1)C(=O)N1CCOCC1	-3.4	-3.0	-4.3	14.6	-7.8	-1.8	20.9*	-12.0	-60.2
4	COc1ccc(S(=O)(=O)N2CCC(C(=O)NCC3CCCO3)CC2)cc1 (stereo not given)	-4.4	-5.9	4.5	12.7	-14.0	-4.2	3.9	-8.2	8.2
5	COc1ccc(S(=O)(=O)N2CCc3ccccc32)cc1C(=O)OCC(=O)c1c(N)n(C)c(=O)n(C)c1=O	1.1	-3.4	7.5	-0.1	-15.9	2.6	1.7	4.2	-2.9
6	CCOC(=O)CC1COCCN1Cc1cn[nH]c1-c1cc(OC)c(OC)c(OC)c1 (stereo not given)	-1.6	0.2	10.7	1.4	5.8	-1.3	-0.7	4.5	-1.4
7	O=C(CCl)N1c2ccccc2OCC1c1ccccc1 (stereo not given)	-2.3	-4.3	-4.3	-6.0	-7.3	-2.6	6.1	2.6	15.2
8	Cc1cccc(OCC(=O)N2CCC(c3ccccc3)C2)c1 (stereo not given)	-4.2	-7.2	1.8	0.7	-6.3	-1.4	0.8	3.4	-3.3
9	COCCNC(=S)NNC(=O)c1ccco1	-3.2	-5.0	-4.0	5.3	-3.0	-3.4	-2.1	2.8	8.7
10	CC(=O)Nc1ccc2c(c1)OCCOCCOc1cc(NC(C)=O)ccc1OCCOCCOCCO2	-3.6	-8.5	-7.0	3.4	8.3	-2.9	-4.5	·	·
11	O=C(CSc1nc(C2CC2)nc2c1cnn2-c1ccccc1)Nc1c[nH]c(=O)[nH]c1=O	-3.0	2.3	-15.2	15.5	-0.8	0.7	-0.1	·	1.6
12	Cc1ccc(NC2CCCN(C(=O)CCC3=NNC(=O)CC3)C2)cc1C (stereo not given)	-2.1	3.0	-1.7	-10.6	3.6	-1.9	-1.4	6.4	-38.7
13	CCCCN1C(N)=NC[C@@H]1C(C)O (stereo not given in full)	·	-4.0	·	·	·	·	0.5	-4.9	7.6
14	COc1ccc(S(=O)(=O)NNC(=O)c2cc3c4ccccc4n(C)c3s2)cc1	-1.8	-0.4	-1.0	2.9	1.3	-0.5	2.6	6.3	1.2
15	COc1ccc(NC(=O)C23CC4CC(C2)CC(n2cnc(Br)n2)(C4)C3)c(C)c1	-2.7	-4.4	13.5	27.9	-16.7	-2.6	9.5	6.6	11.1
16	Cc1ccc(NS(=O)(=O)c2cc(NC(=O)c3cc4c(s3)CCCC4)ccc2C)c(C)c1	-1.4	-1.6	-0.7	-4.8	-3.8	-1.7	0.1	3.4	-31.9
17	CCN(CC(=O)Nc1ccc(OC)cc1)C(=O)c1ccc(N2CCCC2=O)cc1	·	-0.1	·	·	·	·	0.9	2.7	4.6
18	COc1ccccc1-c1nnc(SC(C)C(=O)N2CCOCC2)o1 (stereo not given)	·	1.6	·	·	·	·	2.0	2.5	2.3
19	COCCC1CCCCN1C(=O)c1ccc(OC)c(OC2CCN(C(C)=O)CC2)c1 (stereo not given)	-2.8	0.9	1.5	0.5	9.5	-0.4	1.5	-2.6	-6.1
20	COC(=O)CCCCCC(CCC(=O)OC)NC(C)=O (stereo not given)	-1.8	-5.3	4.8	9.0	-14.7	0.1	-4.5	-4.0	10.7
21	Cc1ccc(S(=O)(=O)NCC(=O)OCC(=O)Nc2ccc3c(c2)OCCO3)cc1	·	-3.5	·	·	·	·	2.2	1.3	3.9
22	COc1ccc(S(=O)(=O)Nc2cccc3c2O[C@@H](CN(C)CC2CC2)[C@@H](C)CN([C@@H](C)CO)C3=O)cc1	·	-6.5	·	·	·	·	-2.4	7.0	-2.8
23	Cc1ccc(C(CC(=O)O)Nc2nc(N3CCOCC3)nc(N3CCOCC3)n2)cc1 (stereo not given)	-3.9	-4.9	-6.6	-1.5	5.5	-2.4	0.5	11.4	-16.5
24	CCCNC(=O)c1cc(Cl)c(NC(=O)C2=C(C)OCCS2)cc1OC	-2.0	-10.6	-1.7	2.0	0.3	3.8	3.0	2.0	-5.8
25	Cc1ccc(NC(=O)CCn2cnc3cc(C)c(C)cc32)cc1	-1.5	-2.3	2.2	-19.8	-11.6	-3.9	2.2	-4.2	41.4
26	O=C(NCc1nc2ccccc2[nH]1)c1ccc([N+](=O)[O-])cc1	-2.3	-6.3	-6.1	2.1	-1.4	-2.7	-5.0	5.2	35.1
27	O=S(=O)(c1ccc(Cl)c(NC(=S)N/N=C/c2ccc(O)cc2)c1)N1CCOCC1	-4.4	-5.2	-9.2	-0.8	-2.8	2.6	2.7	-4.0	-44.5
28	Cc1cccnc1NC(=O)CSc1ncnc2sc(C)c(C)c12	·	3.9	·	·	·	·	6.2	0.3	4.0
29	O=C(c1ccc2c(c1)N(Cc1ccccc1)CCS2)N1CCOCC1	-1.5	-8.0	-4.3	24.6	-12.0	-1.7	-5.9	2.8	3.1
30	COc1cc(NC(C)C(=O)N2CC(C)OC(C)C2)cc(OC)c1 (stereo not given)	-3.4	1.2	3.8	-2.2	-24.7	-0.5	1.4	-5.6	-12.0
31	CCC(=O)/C=C1\Sc2ccccc2N1CC	-1.4	-4.1	3.6	-4.9	-22.2	0.7	4.7	-3.3	3.5
32	Cc1cc(OC(=O)C(c2ccccc2)c2ccccc2)c([N+](=O)[O-])c(=O)[nH]1	-5.6	-3.8	1.3	27.1	-11.7	0.2	-0.8	4.2	19.0
33	CC12CCC(C(=O)N(NC(=O)c3cc(Cl)ccc3O)C1=O)C2(C)C (stereo not given)	-2.8	0.8	1.9	14.2	2.1	-4.1	-1.8	-6.9	-10.2
34	O=C(Nc1ccc(F)c([N+](=O)[O-])c1)C1CCCO1 (stereo not given)	·	-1.3	·	·	·	·	1.8	1.6	16.0
35	Cc1ccc(N(CC(=O)NC2CCCCC2)S(=O)(=O)c2c(C)noc2C)cc1	-3.4	-5.7	-0.1	-0.4	1.4	-3.4	11.3	-0.1	-16.6
36	COc1ccc(S(=O)(=O)N2CCCCCC2)cc1C(=O)Nc1ccccn1	-3.3	4.5	-8.4	9.9	-16.3	-1.9	7.2	0.5	-4.8
37	CCOC(=O)C1=C(C)NC(=O)NC1c1ccc(OCC(=O)Nc2ccccc2)c(OC)c1 (stereo not given)	-0.8	3.6	-5.0	3.6	3.4	-5.0	0.4	-5.4	4.3
38	O=C(Oc1ccc(F)c(F)c1)c1ccc2c(=O)n3c(nc2c1)CCC3	·	-4.1	·	·	·	·	1.5	2.9	-2.0
39	Cc1cccc(NC(=O)COC(=O)CCc2ccccc2)c1C	-5.5	-6.6	-1.1	-0.8	5.3	-1.5	3.6	-0.3	6.3
40	CC(C)(C)OC(=O)NCCCCCNC(=O)c1[nH]cnc1C(=O)Nc1nccs1	·	-7.5	·	·	·	·	-2.9	-1.6	1.7
41	COc1ccccc1C(=O)NC(C)c1ccccc1 (stereo not given)	-1.4	-1.0	-3.4	12.8	-5.7	-3.2	-0.7	2.0	7.1
42	CCOC(CCn1c(SCc2ccc([N+](=O)[O-])cc2)nc2ccccc2c1=O)OCC	-0.7	-0.1	-6.4	-18.9	2.9	0.1	1.3	4.7	15.1
43	COc1cccc(N2CCN(CC(=O)Nc3ccc(SC(F)F)cc3)CC2)c1	-3.6	-2.5	-14.5	-15.4	-5.6	-4.9	5.0	4.9	23.4
44	Clc1cccc(N/N=C/c2ccc(N3CCOCC3)s2)c1	-0.8	-3.2	15.4	-7.6	3.3	-1.8	-1.4	-1.7	4.7
45	CCN(CC(=O)Nc1ccc(NC(C)=O)cc1)C(=O)CC1OC(=O)c2ccccc21 (stereo not given)	·	-2.8	·	·	·	·	-0.9	2.1	12.4
46	O=C(O)c1c[nH]ccc1=O	-2.2	-0.3	0.3	20.6	-20.3	-0.2	1.3	3.6	-15.3
47	Cc1cc(NC(=O)CSc2nnc3c(C)cc4cc(C)c(C)cc4n23)no1	0.1	-5.9	0.9	2.6	-7.4	0.6	1.4	0.3	2.5
48	COCCn1c(=S)[nH]c2cc(OC)c(OC)cc2c1=O	-3.4	0.8	-8.3	-5.1	-4.4	-2.9	1.3	1.4	-3.7
49	CC(NC(=O)c1ccc2c(c1)OCCO2)C(=O)O (stereo not given)	-2.6	-1.4	-8.7	13.3	-10.8	-0.3	3.7	1.8	5.6
50	CCOC(=O)CC(=O)CSc1nccc(-c2cccnc2)n1	-2.1	1.4	17.9	4.2	4.1	1.8	5.0	2.8	-9.7
51	CS(=O)(=O)N(CC(=O)Nc1cccc([N+](=O)[O-])c1)c1cccc(F)c1	0.4	-2.2	-7.0	8.1	4.5	-0.7	7.4	7.7	-10.4
52	Cn1nnnc1SCC(=O)Nc1ccc(Cl)cc1Cl	-1.6	·	-8.4	18.5	-3.1	2.9	·	·	·
53	COC(=O)c1cc(C(=O)NCc2ccccc2)c(=O)[nH]c1C	-1.4	-4.2	-8.6	20.9	-5.1	-1.7	-3.0	-2.0	-7.7
54	Cc1cccc(C)c1NC(=O)CNC(=O)CCC(=O)c1cccs1	-1.3	-1.1	13.7	8.6	5.3	-2.6	-1.0	-0.5	0.9
55	CCOC(=O)CSc1nc2c(sc3ccccc32)c(=O)n1CCCN1CCOCC1	-1.3	-5.5	-18.2	7.7	4.7	4.7	-5.2	0.9	-10.5
56	O=C1c2ccccc2CCC12N=NCC2c1ccc(Cl)cc1 (stereo not given)	-2.0	-3.0	-6.7	-10.3	3.3	0.1	1.8	5.4	15.8
57	Cc1nc(N2CCN(C(=O)COc3ccccc3)CC2)c2c(C)c(C)sc2n1	-0.8	-2.2	-3.2	15.7	-9.2	1.5	-2.3	-2.6	-4.2
58	CCOC(=O)c1cc(-c2ccccc2)sc1NC(=O)c1ccc(OC)c(OC)c1	-4.0	5.2	1.5	3.2	-0.3	0.8	4.8	2.9	4.2
